TRPC4 PAM: positive allosteric modulators of TRPC4, primary screen, cell-based, mouse TRPC4beta, HEK293 mu-opioid, Fluo-4 calcium; 310,000 tested, 0.42% active; DAMGO EC20, Fluo-4 Ca2+ flux; hits give high values; Short transient receptor potential channel 4 (Mus musculus), Q9QUQ5; B-score at 10 µM;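 active = B-score of calcium response area above 5 SD of library B-scores, with initial fluorescence ratio within 5 SD of library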;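 also: B-score of integrated fluorescence ratio over time as area under calcium response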
hERG rescue: hERG rescue from dofetilide block, primary screen, cell-based, CHO-hERG, FluxOR thallium flux, dofetilide IC70; activation (rescue from dofetilide block), less the hit threshold, % at 10 µM; dofetilide IC70 present; 310,000 tested, 0.51% active; Voltage-gated inwardly rectifying potassium channel KCNH2 (Homo sapiens), Q12809;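 active = activation above the mean of controls blocked by dofetilide plus 5 SD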;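 also: thallium influx through hERG after potassium depolarization seen as dye fluorescence rise; in these data hits start at about 4.7%; inactives centre near -7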
Target sequence (Q12809 whole entry, looked up): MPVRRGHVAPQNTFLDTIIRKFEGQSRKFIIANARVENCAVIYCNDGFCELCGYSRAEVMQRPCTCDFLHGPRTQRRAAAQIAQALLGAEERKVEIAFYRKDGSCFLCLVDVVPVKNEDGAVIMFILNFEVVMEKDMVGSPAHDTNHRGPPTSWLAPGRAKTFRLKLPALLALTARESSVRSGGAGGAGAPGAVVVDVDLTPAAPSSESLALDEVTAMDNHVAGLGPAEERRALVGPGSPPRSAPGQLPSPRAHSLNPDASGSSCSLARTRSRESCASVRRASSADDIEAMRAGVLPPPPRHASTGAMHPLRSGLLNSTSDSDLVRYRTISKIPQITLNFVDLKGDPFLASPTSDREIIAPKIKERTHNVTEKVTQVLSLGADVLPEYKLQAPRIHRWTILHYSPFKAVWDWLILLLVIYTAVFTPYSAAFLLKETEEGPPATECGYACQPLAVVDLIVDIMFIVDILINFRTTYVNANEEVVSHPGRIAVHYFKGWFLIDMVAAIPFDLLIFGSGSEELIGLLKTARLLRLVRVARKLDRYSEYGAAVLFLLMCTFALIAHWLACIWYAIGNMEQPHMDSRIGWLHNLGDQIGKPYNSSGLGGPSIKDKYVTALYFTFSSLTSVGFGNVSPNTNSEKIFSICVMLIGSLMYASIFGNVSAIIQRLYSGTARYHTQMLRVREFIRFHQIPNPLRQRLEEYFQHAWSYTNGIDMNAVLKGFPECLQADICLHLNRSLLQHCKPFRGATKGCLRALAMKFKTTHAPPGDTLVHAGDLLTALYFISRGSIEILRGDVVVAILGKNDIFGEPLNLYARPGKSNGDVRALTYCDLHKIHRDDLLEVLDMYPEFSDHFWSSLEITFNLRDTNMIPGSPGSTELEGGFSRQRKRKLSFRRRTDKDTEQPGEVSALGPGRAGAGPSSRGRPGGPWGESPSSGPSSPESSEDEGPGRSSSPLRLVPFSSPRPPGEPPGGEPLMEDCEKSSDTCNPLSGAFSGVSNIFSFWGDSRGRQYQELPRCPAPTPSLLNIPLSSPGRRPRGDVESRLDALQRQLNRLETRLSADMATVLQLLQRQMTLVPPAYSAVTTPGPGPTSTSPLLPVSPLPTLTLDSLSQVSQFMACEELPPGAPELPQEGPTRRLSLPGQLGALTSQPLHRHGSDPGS
TRPC4 inh: inhibitors of mouse TRPC4 channel, primary screen, Fluo4 calcium, HEK293 TRPC4beta/mu-opioid cells; Short transient receptor potential channel 4 (Mus musculus), Q9QUQ5; 300,000 tested, 0.39% active; B-score at 10 µM; DAMGO-evoked Fluo4 calcium flux; hits give low values;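 active = B-score over 3 SD under the library average, no early fluorescence shift, positive overall ratio signal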
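Assay system – HEK293 line stably carrying TRPC4beta and mu-opioid receptor · Doses – single dose · Detection – Fluo4 calcium-dye fluorescence, kinetic read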
Dyrk1A ADPGlo: rat Dyrk1A kinase inhibitors, primary screen, biochemical, single point, plate reader | Dual specificity tyrosine-phosphorylation-regulated kinase 1A (Rattus norvegicus), Q63470 | ADP-Glo luminescence, NFATc1 peptide | inhibition, % at 12.5 µM | 310,000 tested, 0.43% active; in the data active = inhibition above about 50%;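 also: plate controls were vehicle with enzyme for no effect and no enzyme for full effect; many of its hits are not listed in these tables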
Platelet DG rel: inhibitors of platelet dense granule secretion, primary screen, cell-based, MLPCN, human platelets; human platelet-rich plasma, SFLLRN dense granule ATP release, luminescence; inhibition, %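 (compounds screened at 7.5 µM in platelet-rich plasma)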; 300,000 tested, 0.22% active; AID 1663, 2009;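 active = mean replicate score, as percent of positive control, at or above 50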
KCNK3 inh: human KCNK3 channel inhibitors, primary screen, CHO cells, FluxOR thallium flux, B-score; 340,000 tested, 0.84% active; B-score at 10 µM; Potassium channel subfamily K member 3 (Homo sapiens), O14649; FluxOR fluorescence; hits give low values;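 active = B-score under library mean minus 4 SD, starting fluorescence ratio at most library mean plus 5 SD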;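 also: more negative B-score means stronger inhibition of thallium flux through KCNK3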
KCNK9 block: KCNK9 potassium channel inhibitors, primary screen, HEK293 cells, thallium flux; Potassium channel subfamily K member 9 (Homo sapiens), Q9NPC2; FluxOR thallium flux fluorescence; hits give low values; B-score at 10 µM; 310,000 tested, 1.2% active; AID 488922, 2010;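 active = ratio B-score over 3 SD below the library mean, with starting fluorescence within 5 SD of its mean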;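 also: negative B-score means less thallium flux so channel inhibition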
KCNQ1 act: potentiators or activators of KCNQ1 channel, primary screen, cell-based, thallium flux, high-throughput; Potassium voltage-gated channel subfamily KQT member 1 (Homo sapiens), P51787; CHO-K1 KCNQ1, thallium flux FluxOR fluorescence; hits give high values; B-score at 10 µM; 310,000 tested, 0.35% active; AID 2648, 2010;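 active = fluorescence ratio B-score, a plate-corrected score, at least three library SD, with initial intensity B-score within 5 SD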
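Assay system: CHO-K1 cells stably expressing KCNQ1; Medium: assay buffer with matched DMSO; Also added: K+/Tl+ depolarizing stimulus; Dosing: single dose; Timing: dye 90 min, compound 20 min, room temperature; Measured by: kinetic FluxOR thallium fluorescence, 10-s 1-Hz baseline, 110-s post-stimulus read; Read-out: peak-minus-minimum fluorescence over initial fluorescence, negative-control normalized, B-scored.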
KCNQ1 inh: inhibitors of human KCNQ1 channel, primary screen, cell-based, thallium flux, high-throughput; Potassium voltage-gated channel subfamily KQT member 1 (Homo sapiens), P51787; CHO-K1 KCNQ1, FluxOR thallium flux fluorescence; hits give high values; B-score at 10 µM; 310,000 tested, 1.3% active; AID 2642, 2010;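 active = compounds whose thallium flux B-score, printed positive for inhibition, exceeds three library SD while starting fluorescence stays within three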;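 also: channel opened by potassium depolarization with thallium stimulus after 20 min compound exposure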
TRPC4 act: activators of mouse TRPC4 channel, primary screen, Fluo4 calcium, HEK293 TRPC4beta/mu-opioid cells. 310,000 tested, 0.49% active. AID 2237, 2010. B-score at 10 µM. Fluo4 calcium fluorescence; hits give high values. Short transient receptor potential channel 4 (Mus musculus), Q9QUQ5;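 active = B-score above 5 SD of library B-scores, and initial fluorescence ratio not above library mean plus 5 SD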;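 also: positive B-score marks a calcium rise read as TRPC4 activation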
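Assay system: HEK293 stable line with TRPC4beta plus mu-opioid receptor. Times: dye 45 min RT, read 110 s. Measured by: kinetic Fluo4 calcium fluorescence. Measure: B score of integrated ratio. Controls: assay buffer as low control, maximal DAMGO as high control.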
PolyA inhibitor: polyadenylation inhibitors in yeast reporter cells, primary screen, luminescence, S. cerevisiae; S. cerevisiae SKY197-pL101 polyadenylation reporter, beta-gal luminescence; efflux-impaired pdr1/pdr3 knockout yeast; score 100 = 6 SD above DMSO; calls only at 12 µM; 300,000 tested, 0.02% active; AID 1875, 2009;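 active = lowest replicate activity score at least 50, where 100 means six control SD above control mean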;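 also: yeast exposed to compound for 9 h at 30 °C; higher score means more reporter readthrough which indicates perturbed polyadenylation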
Numbers without * were called inactive; i = inactive; nt = not tested or not shown. An excerpt. The share of hits here may be higher or lower than overall.

SMILES	TRPC4 PAM	hERG rescue	TRPC4 inh	Dyrk1A ADPGlo	Platelet DG rel	KCNK3 inh	KCNK9 block	KCNQ1 act	KCNQ1 inh	TRPC4 act	PolyA inhibitor
CCN(CC)C(=O)C(=O)N/N=C/c1cccs1	i	-8	i	11	-2	i	i	i	i	i	i
COc1cccc(C2/C(=C(\O)c3ccc4c(c3)OCCO4)C(=O)C(=O)N2CCCN2CCOCC2)c1OC (configuration not stated)	i	-8	i	4	8	i	i	i	i	i	i
O=C1CC(Nc2ccccc2)C(=O)N1CCc1ccccc1 (configuration not stated)	i	-10	i	4	4	i	i	i	i	i	i
C(=N\n1cnnc1)/c1ccccc1OCCOc1ccccc1	i	-8	i	4	0	i	i	i	i	i	i
O=C(CCNC(=O)Cn1ccc2ccccc2c1=O)NCC1CCCC1c1ccccc1 (configuration not stated)	i	-3	i	12	0	i	i	i	i	i	i
Cc1cc(C)c2oc(C(=O)Nc3ccc(S(=O)(=O)N4CCC(C)CC4)cc3)cc(=O)c2c1	i	-2	i	-2	-4	i	i	i	i	i	i
Cc1onc(-c2ccccc2Cl)c1C(=O)OCC(=O)N1CCN(c2ccccc2)CC1	i	-10	i	nt	3	i	i	i	i	i	i
COc1cc(C(=O)N/N=C/c2coc3ccc(Cl)cc3c2=O)ccc1O	i	-10	i	11	-1	i	i	i	i	i	i
O=C(COc1ccc(Cl)cc1)NCCSCc1ccccc1Cl	i	-9	i	-2	-2	i	i	i	i	i	i
Cc1cccnc1NC(=O)c1cccc(S(=O)(=O)N2CCCC2)c1	i	-21	i	14	7	i	i	i	i	i	i
Cc1ccc(S(=O)(=O)NCCC(=O)OCC(=O)NC(=O)c2cccn2C)cc1	i	-12	i	3	61*	i	i	i	i	i	i
CC(C)c1nnc(NC(=O)c2cc3cc(Br)ccc3oc2=O)s1	i	-10	i	-2	4	i	i	i	i	i	i
COc1cc(OC)cc(C(=O)OCc2ccc([N+](=O)[O-])cc2)c1	i	-5	i	-1	-4	i	i	i	i	i	i
CCNC(=O)COC(=O)c1[nH]c(C)c(C(=O)OC)c1C	i	-10	i	nt	-8	i	i	i	i	i	i
CSc1ccc(-c2nnn(Cc3ccc(Br)cc3)n2)cc1	i	-6	i	-1	-5	i	i	i	i	i	i
CCOC(=O)C(C)(C)Sc1ncnc2nc[nH]c12	i	-16	i	-1	-1	i	i	i	i	i	i
COC(=O)[C@@]12CCCCN1[C@H](c1ccc(-c3ccc(C(C)=O)cc3)cc1)[C@@H]1C(=O)N(C)C(=O)[C@@H]12	43*	-5	i	4	-1	i	i	i	i	i	i
Cc1cccc(NC(=O)c2cccc(OC(=S)N3CCOCC3)c2)c1C	i	-5	i	-3	-13	i	i	i	i	i	nt
COc1ccc(CNc2nnnn2C)cc1	i	-1	i	-5	-4	i	i	i	i	i	i
COc1ccc(N2CCN(CCNC(=O)Nc3ccc([N+](=O)[O-])cc3OC)CC2)cc1	i	-2	i	5	-1	i	i	i	i	i	i

Copied from the list.
Under Platelet DG rel, COC(=O)[C@@]12CCCCN1[C@H](c1ccc(-c3ccc(C(C)=O)cc3)cc1)[C@@H]1C(=O)N(C)C(=O)[C@@H]12 has the entry -1
Under Platelet DG rel, COc1ccc(CNc2nnnn2C)cc1 has the entry -4

Continuation.
SMILES	TRPC4 PAM	hERG rescue	TRPC4 inh	Dyrk1A ADPGlo	Platelet DG rel	KCNK3 inh	KCNK9 block	KCNQ1 act	KCNQ1 inh	TRPC4 act	PolyA inhibitor
COc1ccc(OC)c(Nc2cc3ccccc3c(=O)[nH]2)c1	i	-6	i	18	-1	i	i	i	i	i	i
COc1cc(CNC2CCCCCC2)cc(OC)c1	i	0	i	1	8	i	i	i	i	i	i
CC(Oc1ccc(F)cc1)C(=O)/C=C\N(C)C (configuration not stated)	i	-8	i	5	5	i	i	i	i	i	i
O=C(COC(=O)c1cccc(N2C(=O)C3CC=CCC3C2=O)c1)c1ccccc1 (configuration not stated)	i	-12	i	-1	3	i	i	i	i	i	i
CC(C)=CC(=O)NCc1c(Cl)cccc1-n1cccc1	i	-7	i	5	4	i	i	i	i	i	i
COc1ccc2cc3c(N)nn(C(=O)C4CCC(C(C)(C)C)CC4)c3nc2c1 (configuration not stated)	i	-17	i	2	-7	i	i	i	i	i	i
Cc1c(C#N)c(N)nc2c3c(sc12)NC(=O)CC3c1ccc(Cl)cc1 (configuration not stated)	i	-10	i	3	25	i	i	i	i	i	i
Cc1ccnc(NS(=O)(=O)c2ccc(NC(=O)c3ccc(S(=O)(=O)N4CCCC4)cc3)cc2)n1	i	-9	i	-3	2	i	i	i	i	i	i
O=C(NCC1CCCO1)NC1CCCCC1 (configuration not stated)	i	-15	i	3	-3	i	i	i	i	i	i
CCOC(=O)c1cnc2ccc(C(=O)OC)cc2c1Nc1ccc2c(c1)OCCO2	i	-8	i	46	-11	i	i	i	i	i	i
COc1ccc(-n2c(Cn3c(=O)sc4ccccc43)nnc2SCC(N)=O)cc1	i	-8	i	15	-2	i	i	i	i	i	i
CCCCNC(=O)C1CC(=O)N(CCc2ccc(C)cc2)C1 (configuration not stated)	i	-6	i	6	8	i	i	i	i	i	i
CCCCCCNC(=O)c1cccc(-c2ccc(C)c3ccccc23)n1	i	-11	i	2	0	i	i	i	i	i	i
Cc1ccc(C(=O)NC(=S)Nc2ccc(-c3cc4ccccc4oc3=O)cc2)c(C)c1	i	4	i	6	3	i	i	i	i	i	i
COc1ccc(CCn2nnnc2C(c2ccc(C)cc2)N2CCN(C)CC2)cc1OC (configuration not stated)	i	-4	i	-4	7	i	i	i	i	i	i
CC(C)n1nnnc1SCC(=O)NNC(=O)C1CCCCC1	i	-1	i	0	-15	i	i	i	i	i	i
CC1Cc2cc(/C(O)=C3/C(=O)C(=O)N(Cc4cccnc4)C3c3cccc(O)c3)ccc2O1 (configuration not stated)	i	-6	i	1	2	i	i	i	i	i	i
CCN1CCN(c2c(C(=O)c3ccc(OC)cc3)cnc3ccccc23)CC1	i	-14	i	-7	10	i	i	i	i	i	i
Cc1ccc(C(=O)CCC(=O)CCC(=O)O)cc1	i	-10	i	-4	-2	i	i	i	i	i	i
OC(c1ccccc1)c1cccnc1 (configuration not stated)	i	-12	i	-6	0	i	i	i	i	i	i
Cc1ccc(Nc2c([N+](=O)[O-])c(=O)oc3ccccc23)cc1	i	-19	i	20	-4	i	i	i	i	i	i
O=C(CN(C(=O)CNC(=O)c1cccs1)c1ccc2c(c1)OCCO2)NC1CCCC1	i	-2	i	-4	-9	i	i	i	i	i	i
CC(C)NC(=O)c1cc2c(s1)CCCC2	i	-4	i	3	1	i	i	i	i	i	i
S=c1[nH]ncn1/N=C/c1cccc(Oc2ccccc2)c1	i	-5	i	-3	0	i	i	i	i	i	i
COc1ccc(-c2[nH]nc3oc(=O)c(CCO)c(C)c23)cc1	i	-3	i	1	-5	i	i	i	i	i	i
COc1cccc(CNC(=O)Cn2c(=O)c3cccn3c3ccccc32)c1	i	-5	i	-1	-4	i	i	i	i	i	i
CS(=O)(=O)Nc1ccccc1Oc1ccccc1	i	-4	i	-3	-1	i	i	i	i	i	nt
O=C(NCCC1=CCCCC1)C(=O)NCC1OCCCN1S(=O)(=O)c1ccccc1 (configuration not stated)	i	-1	i	-4	4	i	i	i	i	i	i
CCOc1cc(C2C3=C(CCCC3=O)N(C)C3=C2C(=O)CCC3)cc(Cl)c1O	i	-7	i	-6	-6	i	i	i	i	i	i
O=S(=O)(Nc1ccc(-c2nc3cccnc3s2)cc1)c1ccccc1F	i	-12	i	14	15	i	i	i	i	i	i
CC(C)(C)N(NC(=O)c1ccccc1)C(=O)c1ccc(C(=O)N(NC(=O)c2ccccc2)C(C)(C)C)cc1	i	1	i	1	-19	i	i	i	i	i	i
COc1ccccc1CN1CC(C(=O)NCCSc2nnnn2C)CCC1=O (configuration not stated)	i	-11	i	1	8	i	i	i	i	i	i
CCCCC1=CC2=C(c3ccco3)C(=O)C(C)(OC(=O)c3ccc(OC)cc3)C(=O)C2=CN1CCOC (configuration not stated)	i	-7	i	7	2	i	i	i	i	i	i
COc1ccc(-c2cc(C(F)(F)F)nc(-n3cc(Br)cn3)n2)cc1	i	-13	i	-11	-4	i	i	i	i	i	i
Cc1ccc(C(=O)N2CCc3ccccc32)o1	i	-16	i	4	20	i	i	i	i	i	i
CC1CCN(CCCOc2ccc(OCc3ccccc3)cc2)CC1	i	-14	-6*	0	4	i	i	i	i	i	i
CNC(=O)c1ccccc1NC(=O)c1c(O)c2c([nH]c1=O)CCCC2	i	-7	i	-5	-1	i	i	i	i	i	i
Cc1nc2c([N+](=O)[O-])c(C)c(C)cc2[nH]1	i	-8	i	6	8	i	i	i	i	i	i
COc1ccc(NC(=O)C2=C(C)NC(=S)NC2c2ccc(O)c(OC)c2)cc1 (configuration not stated)	i	-4	i	-4	2	i	i	i	i	i	i
C/C(Cl)=C\Cn1c(N2CCCC2)nc2c1c(=O)[nH]c(=O)n2C	i	-9	i	-2	7	i	i	i	i	i	i
CCN(Cc1ccncc1)C(=O)c1cccs1	i	-8	i	2	-1	i	i	i	i	i	i
O=c1oc2c(CN3CCCCC3)c(O)ccc2c2c1CCCC2	i	-6	i	nt	1	i	i	i	i	i	i
Cc1ccc(C(=O)NNC(=S)Nc2cccc(Cl)c2Cl)cc1[N+](=O)[O-]	i	-10	i	44	-2	i	i	i	9*	i	i
Cc1cc(C)c2c(c1)C1(OCCO1)C(=O)N2	i	-3	i	nt	10	i	i	i	i	i	i

Screens as filed in PubChem BioAssay.
